# Source: PubChem BioAssay (National Center for Advancing Translational Sciences (NCATS))
# MmCpn inh: Inhibitors of TCP-1 ring complex (TRiC) of Methanococcus maripaludis (MmCpn): qHTS; Chaperonin Mm-Cpn (Methanococcus maripaludis); purified Mm-Cpn ATPase, ADP Transcreener TR-FRET; Potency, µM (titrated, usually from 76.9 µM), for inactives: at the top dose activity, negative = inhibition, usual class: inhibitors; 330,000 tested, 0.031% active; AID 504842, 2011; note: potency is the fitted concentration of half-maximal effect; % is set by controls: 0 for no effect and ±100 for the full control effect; nearly all actives have a fitted effect of over 80% in size
#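 Purified archaeal Mm-CPN (25nM final) preincubated 10 min at 37degC with compound, then 10uM ATP for 30 min at 37degC; ADP measured by HTRF Transcreener TR-FRET; buffer 30 mM TRIS pH 7.4, 100mM KCl, 5mM MgCl2, 1mM DTT.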
# PTHR1 ag: qHTS for PTHR1 Agonists: Primary Screen; HEK293 GP2 PTHR1 cells, GloSensor cAMP luminescence, 1 h; Potency, µM (top dose mostly 115 µM), inactives show at the highest dose activation, hits mostly activators; 410,000 tested, 0.075% active; note: potency is the fitted concentration of half-maximal effect; nearly all actives have a fitted effect of over 55% in size; some results filed as inactive show a strong effect at the top dose; inactives centre near -15; many of its hits are not listed in these tables
#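 HEK-293-derived GP2 cells expressing PTHR1 and a GloSensor cAMP reporter, 3,000/well, plated overnight, given luciferin plus IBMX (each 0.5 mM as added) for 1 h at 37 °C, then compound for 1 h at 37 °C. Luminescence was read after 15 min at room temperature.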
# DRD3 antagonist: qHTS of D3 Dopamine Receptor Antagonist: qHTS. max response, negative = inhibition, %. D(3) dopamine receptor (Homo sapiens), P35462. AID 652054, 2013. 360,000 tested, 2.5% active. D3R cells, DiscoveRx beta-arrestin luminescence, antagonist mode; hits give low values; in the data active = max response below about -50%; inconclusive = no clear call, values can overlap the other calls; note: % is set by controls: 0 for no effect and ±100 for the full control effect; mostly tested at two doses, the higher about 12 µM
#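 Cells expressing the human receptor were seeded at 1500 cells/well, incubated overnight at 37 degrees C in 5% CO2, then exposed to library compounds with dopamine controls for 90 minutes at 37 degrees C before luminescent detection.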
# EPAC2 antagonist: qHTS for Antagonist of cAMP-regulated guanine nucleotide exchange factor 2 (EPAC2): primary screen | Rap guanine nucleotide exchange factor 4 (Homo sapiens), Q8WZA2 | EPAC2 GEF exchange of Rap1B-BODIPY-GDP, fluorescence | Potency, µM (doses to about 114 µM), without a hit: top-dose activity, negative = inhibition, usual class: inhibitors | 360,000 tested, 0.18% active; note: potency is the fitted concentration of half-maximal effect; % is set by controls: 0 for no effect and ±100 for the full control effect; nearly all actives have a fitted effect of over 45% in size; many of its hits are not listed in these tables
# Target sequence (Q8WZA2 whole entry, looked up): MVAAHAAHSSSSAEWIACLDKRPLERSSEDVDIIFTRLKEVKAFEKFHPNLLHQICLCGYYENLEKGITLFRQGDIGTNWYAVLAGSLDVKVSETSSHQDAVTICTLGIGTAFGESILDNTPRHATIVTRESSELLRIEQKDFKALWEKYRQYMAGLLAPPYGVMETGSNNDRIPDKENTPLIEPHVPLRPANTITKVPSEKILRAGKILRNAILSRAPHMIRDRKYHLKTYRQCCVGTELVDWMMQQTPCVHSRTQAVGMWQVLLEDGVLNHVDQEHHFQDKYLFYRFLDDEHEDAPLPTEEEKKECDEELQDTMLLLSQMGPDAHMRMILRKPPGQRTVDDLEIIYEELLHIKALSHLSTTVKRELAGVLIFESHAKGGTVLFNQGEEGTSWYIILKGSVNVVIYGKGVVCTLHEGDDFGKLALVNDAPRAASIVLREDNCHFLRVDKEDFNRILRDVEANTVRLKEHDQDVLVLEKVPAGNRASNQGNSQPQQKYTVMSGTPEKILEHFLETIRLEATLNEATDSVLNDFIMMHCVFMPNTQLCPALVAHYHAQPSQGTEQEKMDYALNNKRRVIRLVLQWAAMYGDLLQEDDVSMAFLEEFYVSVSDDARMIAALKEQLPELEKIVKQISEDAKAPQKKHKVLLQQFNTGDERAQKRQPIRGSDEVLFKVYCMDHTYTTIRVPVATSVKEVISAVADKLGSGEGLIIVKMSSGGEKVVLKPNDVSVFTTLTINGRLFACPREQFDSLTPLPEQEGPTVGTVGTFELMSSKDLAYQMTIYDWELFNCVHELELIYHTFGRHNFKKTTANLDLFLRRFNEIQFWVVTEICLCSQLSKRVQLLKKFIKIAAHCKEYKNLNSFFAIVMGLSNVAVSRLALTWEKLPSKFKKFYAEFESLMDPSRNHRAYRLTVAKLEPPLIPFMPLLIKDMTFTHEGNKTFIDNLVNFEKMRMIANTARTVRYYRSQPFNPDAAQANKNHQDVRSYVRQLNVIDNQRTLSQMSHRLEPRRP
# EPAC2 agonist: qHTS for Agonist of cAMP-regulated guanine nucleotide exchange factor 4 (EPAC2): primary screen; Rap guanine nucleotide exchange factor 4 (Homo sapiens), Q8WZA2; Potency, µM (doses to about 154 µM), for the others: at the highest dose activation, usual class: activators; EPAC2 activation, biochemical qHTS; response scale: 100% = 6.5 mM cAMP response; 360,000 tested, 0.079% active; AID 720711, 2013; note: potency is the fitted concentration of half-maximal effect; nearly all actives have a fitted effect of over 50% in size
#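 Readout is BODIPY fluorescence (480 nm excitation, 540 nm emission), which falls as labeled GDP is exchanged off Rap1B. EPAC2 at 100 nM acted on 250 nM RAP1B-BODIPY-GDP with 50 uM GDP present.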
# Akt phos inh: HTS Assay for Inhibitors of Akt Phophorylation: Primary Screen; Neuro2A IGF-stimulated pAkt S473 HTRF, 20 min; hits give low values; activity change, % for hits at 50 µM; 360,000 tested, 0.32% active; in the data active = activity change below about -80%; inconclusive = mostly about -51% to -80%; note: % is set by controls: 0 for no effect and ±100 for the full control effect
#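 Neuro2A cells (4,500/well, DMEM with 0.5% FBS) were treated with compound at a single 50 µM final concentration, stimulated with 6 nM IGF for 20 min at 37 °C, and lysed. Phospho-Akt Ser473 was read by HTRF as 665/615 ratio ×10^4.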
# CCT chaperon mod: High-Throughput Screening for Modulators of Cytosolic Chaperonin Activity. purified chaperonin ATPase assay, HTRF ADP detection, 30 min. activity change, % (no concentration beside the values), hits read low. 360,000 tested, 0.3% active. AID 651819, 2012; in the data active = activity change below about -30%; note: % is set by controls: 0 for no effect and ±100 for the full control effect
#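 First, chaperonin was dispensed at 40 nM or 20 nM final depending on batch activity. Next, compounds were pinned at 76 uM and ATP added at 10 uM. After 30 min at 37 °C, ADP detection reagents ran 30 min at ambient temperature.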
# DRD3 agonist: qHTS of D3 Dopamine Receptor Agonist: qHTS. D(3) dopamine receptor (Homo sapiens), P35462. D3R DiscoveRx beta-arrestin cells, luminescence, 90 min. max activation, %. 410,000 tested, 0.58% active. AID 652048, 2013; in the data active = max activation above about 30%; note: 0% is about no effect; mostly tested at two doses, the higher about 12 µM
#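 Cells at 1500/well, incubated overnight, then treated with pinned compounds (dopamine as control) for 90 min at 37 degrees C. DiscoveRx reagent added for 30 - 60 minutes at room temperature; luminescence read.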
# * = called active by the depositor; i = inactive; ? = inconclusive; · = not tested or not shown; [ ] = remark or other dose. Unless noted, calls come from the whole dose curve; as a rule, active = well fitted curve in the direction sought with a large enough effect; inconclusive = small, poorly fitted or top-dose-only effect, or another doubt; inactive = no such curve, though single readings can be large; an effect the other way counts as inactive or inconclusive.
SMILES,MmCpn inh,PTHR1 ag,DRD3 antagonist,EPAC2 antagonist,EPAC2 agonist,Akt phos inh,CCT chaperon mod,DRD3 agonist
O=C(CC(C(=O)O)C1CCCO1)Nc1cccc(C(F)(F)F)c1 (stereo not given),0%,-1%[57.5 µM],3,1%,10%,i,-2.1,-4
CC1(c2nnc(Cc3ccccc3)o2)CC(c2ccc(C#N)cc2)=NO1 (stereo not given),·,i,-8,1%,9%,i,-1.8,-1
COc1ccccc1CNCCS(=O)(=O)NCc1ccccc1,·,i,?,15%,4%,i,-1.7,-38
Cc1cccc(NS(=O)(=O)c2cc(Cl)ccc2Cl)n1,4%,-2%,22,2%,-6%,i,2.2,5
CCNc1nnc(SCC(=O)c2c(N)n(C3CC3)c(=O)[nH]c2=O)s1,1%,-16%,-6,-4%,3%,i,1.5,-2
COc1ccc(N2CC(O)=C(c3nc4ccccc4s3)C2=N)c(OC)c1,1%,-23%,-12,-1%,21%,i,-1.1,-1
Cc1cc(C)nc(/N=C(\NC(=O)C(C)(C)C)Nc2ccccc2)n1,-1%,i,-2,-3%,-1%,i,-3.1,-5
Cc1ccc(N(C)S(=O)(=O)c2cccc(C(=O)NCC(c3ccco3)N3CCCC3)c2)cc1 (stereo not given),3%,-16%,-69*,-4%,5%,i,-2.5,-21
N#CC1=C(N)N2C(=C(C#N)C13CCN(Cc1ccccc1)CC3)Nc1ccccc12,2%,-9%[57.5 µM],?,-6%,9%,i,-2.5,-11
COC(=O)CCCC(=O)Nc1ccc(Cl)c(Cl)c1,0%,i,7,6%,4%,i,-0.7,0
Cc1c(NC(=S)N/N=C/c2ccc(N(C)C)cc2)c(=O)n(-c2ccccc2)n1C,-2%,-3%,-9,-1%,7%,i,-2.0,-10
Cn1c(C(=O)Nc2ccccc2)cc2sccc21,-3%,-41%[inhibitor],23,-7%,16%,i,-2.0,-11
Cn1ccnc1SCC(=O)c1cccc(C(F)(F)F)c1,1%,-11%,2,-9%,4%,i,-1.5,-4
O=C(Nc1ccsc1C(=O)N1CCCC1)c1ccccc1,0%,i,0,6%,-10%,i,0.9,-3
Cc1cc(C)c(C(=O)COC(=O)c2cccnc2Cl)c(C)c1,-18%,-10%,1,-27%,15%,i,-1.9,-1
Cc1ccc(S(=O)(=O)NN=C2C(=O)C3CCC2C3Cl)cc1 (stereo not given),·,-2%,-2,3%,-6%,i,-3.7,-3
C=CCOc1c2ccc(C(=O)NCc3ccc(OC)cc3)cc2nn1C,0%,-17%,13,2%,6%,i,1.7,6
Cc1ccccc1OCC(O)CN1CCN(CCN2C(=O)c3cccc4cccc(c34)C2=O)CC1 (stereo not given),0%,-18%,-86*,-6%,8%,i,-1.9,-18
CN(CC(=O)N1CCc2ccccc2C1)c1ccccc1,1%,-19%,-19,0%,2%,i,-1.8,-13
COc1ccc(CN2C(=O)CSCC2(C)C(=O)Nc2ccc3c(c2)OCCO3)cc1 (stereo not given),·,i,-11,1%,7%,i,·,-4
Cc1ccc(Cn2c(=O)n(C)c(=O)c3sccc32)cc1,-1%,-32%[inhibitor],22,-3%,-2%,i,0.9,16
COc1ccc(OCCn2cc(C=O)c3ccccc32)cc1,-1%,-21%,-6,2%,10%,i,-4.5,3
COc1ccc(C(=O)CN2CCN(c3ccc(F)cc3)CC2)cc1OC,1%,-24%,0,20%,0%,i,0.8,3
CCCNC(=O)N1CCC(Cc2ccccc2)CC1,-2%,i,1,-8%,1%,i,-0.1,0
O=C(CSc1ccccc1C(=O)O)Nc1cccc(C(=O)O)c1,0%,i,18,14%,-3%,i,-1.1,0
Nc1cc(C(=O)O)ccc1N1CCCCCC1,-1%,-5%[57.5 µM],7,-1%,7%,i,-0.9,1
Cc1nc2c(=O)n(-c3ccc(F)cc3F)nc(C)c2s1,0%,-19%,?,9%,7%,i,0.6,-11
COc1ccc(Cl)cc1NC(=S)NCc1ccco1,1%,i,10,-3%,7%,i,1.7,-20
CCN(CC(=O)Nc1c(F)cccc1F)C(=O)c1cccnc1SC,2%,i,5,17%,-5%,i,0.3,-1
COC(=O)Cn1cc(/C=C/c2cc[n+](C)cc2)c2ccccc21,0%,i,3,-17%,25%,i,0.3,2
COCC(=O)Nc1ccc(S(=O)(=O)NCC2CCCO2)cc1 (stereo not given),4%,i,6,0%,7%,i,-5.8,12
COc1ccc(OC)c(CNc2nc3ccccc3n2CCN2CCCCC2)c1,0%,i,?,-5%,8%,i,-0.9,-46
O=C(Nc1cccc(C(=O)N2CCCCC2)c1)c1ccc(Cl)cc1,-2%,-22%,-5,-11%,4%,i,-1.2,-5
COc1ccccc1CNC(=O)C(=O)NCC1CCCN1S(=O)(=O)c1cccs1 (stereo not given),-6%,i,-3,-4%,12%,i,2.1,-5
O=C(O)Cc1ccc(NC(=O)Nc2cccc3ccccc23)cc1,2%,i,-1,-3%,-12%,i,0.2,5
O=c1c2[nH]c3ccc(Br)cc3c2ncn1CCCn1ccnc1,2%,-1%[57.5 µM],-26,-2%,13%,i,1.1,-9
COc1cccc(N(C(=O)CNC(=O)c2ccco2)C(C(=O)NC2CCCC2)c2cccnc2)c1 (stereo not given),-2%,-11%,-16,27%,1%,i,2.8,-16
O=C(Nc1ccc(Br)cc1)c1cc(-c2ccc3c(c2)OCO3)on1,-3%,-27%,2,-4%,13%,i,-6.2,-2
CCOc1ccc2nc(SCC(=O)NCc3ccccc3OC)[nH]c2c1,1%,i,0,-2%,-4%,i,1.8,-5
CC(NC(=O)c1ccccc1NS(=O)(=O)c1ccc(CCC(=O)O)cc1)c1ccccc1 (stereo not given),-5%,-32%[inhibitor],-17,-3%,8%,i,0.3,-21
Cc1ccc(S(=O)(=O)N2CCc3ccccc3C2CC(=O)O)cc1 (stereo not given),-1%,-14%,30,0%,0%,i,-0.4,3
CC(C)c1nnc(NC(=O)CSc2nnc(-c3ccco3)o2)s1,0%,i,12,1%,-5%,i,-9.1,4
NNC(=O)C(=O)/C=C1\NC2(CCCC2)Cc2ccccc21,-3%,-1%,6,-13%,5%,i,-1.8,-4
COc1ccc(CN2C[C@H]3CON(C)[C@H]3C[C@H]2c2ccc(-c3ccccc3)cc2)cc1,·,0%,-23,-18%,8%,i,-0.9,-10
CCC1Sc2ccccc2N(CC(=O)NCc2ccc3c(c2)OCO3)C1=O (stereo not given),0%,i,-4,-8%,3%,i,0.5,0
NC(=O)NC(CC(=O)N1CCc2ccccc2C1)c1ccc(Cl)cc1 (stereo not given),1%,-11%,0,-6%,5%,i,-6.0,-12
COc1ccccc1NC(=S)Nc1ccccn1,4%,i,5,5%,-9%,i,-0.4,-3
CCc1nnc(NC(=O)CSc2ncnc3scc(-c4ccc(C)cc4)c23)s1,-2%,-22%[57.5 µM],30,4%,2%,i,-4.1,51*

# Reprinted from the part before: four compounds, then new ones.
SMILES,MmCpn inh,PTHR1 ag,DRD3 antagonist,EPAC2 antagonist,EPAC2 agonist,Akt phos inh,CCT chaperon mod,DRD3 agonist
CCC1Sc2ccccc2N(CC(=O)NCc2ccc3c(c2)OCO3)C1=O (stereo not given),0%,i,-4,-8%,3%,i,0.5,0
NC(=O)NC(CC(=O)N1CCc2ccccc2C1)c1ccc(Cl)cc1 (stereo not given),1%,-11%,0,-6%,5%,i,-6.0,-12
COc1ccccc1NC(=S)Nc1ccccn1,4%,i,5,5%,-9%,i,-0.4,-3
CCc1nnc(NC(=O)CSc2ncnc3scc(-c4ccc(C)cc4)c23)s1,-2%,-22%[57.5 µM],30,4%,2%,i,-4.1,51*
Cc1ccc(F)cc1NCC(=O)Nc1ccc(Cl)cc1F,1%,i,14,-6%,3%,i,-47*,4
COc1ccc(C(CNC(=O)CCNS(=O)(=O)c2ccccc2C(F)(F)F)N2CCOCC2)cc1 (stereo not given),·,-7%,-1,1%,-3%,i,0.2,-12
COc1ccc(NC(=O)c2cc(S(=O)(=O)N(C)C)ccc2N2CCCC2)cc1Cl,2%,i,-18,2%,2%,i,-0.4,-5
NCCCC[C@H]1CNC(=O)C(=O)N1CC1CCCCC1,2%,i,-10,-1%,2%,i,-7.5,-4
CC1(C(=O)NCC2CC2)Cc2c(-c3cccc(C(N)=O)c3)ccnc2O1 (stereo not given),·,i,3,-5%,5%,i,0.6,6
CCCC/C(C)=N/NC(=O)CN(c1ccc(Br)cc1)S(=O)(=O)c1ccccc1,4%,i,-9,-10%,8%,i,-6.8,-7
Cc1cccc(/C=N/NC(=O)NC2CCCCC2)c1,2%,-14%,-5,2%,8%,i,-2.1,-2
O=C1CCN(C(=O)Nc2cccc(Cl)c2)N1,0%,-16%,-14,13%,-1%,-120%*,-2.1,-5
Cc1cccc(NC(=O)c2cc(NC(=O)c3ccccc3)ccc2N2CCCCC2)c1,-2%,4%[57.5 µM],-11,-6%,-10%,i,-3.3,3
O=c1[nH]cnc2ccsc12,-8%,-21%,5,5%,2%,i,-2.2,-8
COc1cc2c3nnc(-c4ccc(F)cc4)c-3cn(Cc3cccc(F)c3)c2cc1OC,2%,?,1,-18%,29%,i,-2.9,7
Cc1ccccc1OCC(=O)Nc1ccccc1N1CCCCC1,3%,-1%[57.5 µM],15,-10%,-2%,i,-1.9,5
CCN(CC)CC(=O)Nc1ccc(C)cc1C(=O)c1ccccc1,1%,i,11,-24%,9%,i,-0.7,15
NNC(=S)Nc1ccc(S(=O)(=O)N2CCCCC2)cc1,-2%,i,-13,1%,2%,i,-1.1,-5
COC(=O)c1[nH]c2ccccc2c1NC(=O)CN1CCCc2ccccc21,-15%,-4%,9,-3%,13%,i,0.2,7

# Only part of the results is shown; count on the stated rates, not on these rows.
